Assay outcomes from PubChem BioAssay.
M. tuberculosis HTS = M. tuberculosis growth inhibition, HTS (AID 449762); inhibition, % at 25 µM; hits with a dose series show IC50 in µM; M. tuberculosis H37Rv growth inhibition, 7H9 media; higher % means a stronger effect; actives 0.59% (n = 330,000); in the data active = a potency from the dose series; inconclusive = inhibition above about 70% without an active follow-up result;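 also: bacterial growth assessed after seven days of incubation; strong numbers were not always called active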
VEEV TC-83 Vero = inhibitors of VEEV TC-83 cytopathic effect, confirmation, Vero cells (AID 588727); Vero cells, VEEV TC-83 cytopathic effect inhibition; higher % means a stronger effect; inhibition, % at 20 µM; hits with a dose series show IC50 in µM; actives 0.13% (n = 350,000); in the data active = a potency from the dose series; inconclusive = inhibition mostly from about 14% at the one dose, without a potency; inactive = the rest, 99 in 100 with inhibition below about 12%; also: strong numbers were not always called active
PhoP GFP inhibition = PhoP regulon inhibitors, Salmonella typhi PhoP promoter GFP reporter, confirmatory (AID 1850). actives 0.33% (n = 310,000). inhibition, % at 50 µM, or IC50 in µM where a hit was titrated. Salmonella Typhi PhoP-promoter GFP reporter, fluorescence, 4 h; higher % means a stronger effect; in the data active = a potency from the dose series; inconclusive = inhibition mostly from about 25% at the one dose, without a potency; inactive = the rest, 99 in 100 with inhibition below about 19%;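 also: 0% = induced wells with vehicle and 100% = uninduced wells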
M. tuberculosis = growth inhibition of non-replicating M. tuberculosis (AID 488890) | actives 0.39% (n = 320,000) | Mycobacterium tuberculosis non-replicating, growth inhibition; higher % means a stronger effect | inhibition, % at 25 µM; hits with a dose series show IC50 in µM; in the data active = a potency from the dose series; inconclusive = inhibition mostly from about 82% at the one dose, without a potency; inactive = the rest, 99 in 100 with inhibition below about 76%;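 also: plate controls were DMSO cells for no effect and high antibiotic wells for full effect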
H1N1 NS1A inhibition = NS1A inhibition, H1N1 influenza, cell based functional assay (AID 504329); inhibition, % at 12.5 µM, or IC50 in µM where a hit was titrated; NS1A functional cell-based assay, percent inhibition; higher % means a stronger effect; actives 0.3% (n = 340,000); in the data active = a potency from the dose series; inconclusive = inhibition above about 27% without an active follow-up result; also: strong numbers were not always called active
VEEV TC-83 Vero 10K pilot screen = recorded beside VEEV TC-83 Vero, whose call it bears; inhibition, %; measured here: 10K pilot screen inhibition
An asterisk follows results filed as active.

What do the screens show for `CCCNC(=O)c1csc2c1CCCCC2`?
M. tuberculosis HTS: 0.0%; VEEV TC-83 Vero: 1.6%; PhoP GFP inhibition: -4.1%; M. tuberculosis: 71.6%; H1N1 NS1A inhibition: -6.3%

What do the screens show for `CCCOc1ccc(N2C(=O)CC(SC(=NC)Nc3ccc(F)cc3)C2=O)cc1` (stereo unspecified)?
M. tuberculosis HTS: -5.6%; VEEV TC-83 Vero: 0.4%; PhoP GFP inhibition: -3.4%; M. tuberculosis: 4.7%; H1N1 NS1A inhibition: -4.2%

How did Cc1ccccc1OCC(=O)NNC(=O)Nc1ccccc1 do in these assays?
M. tuberculosis HTS: -2.4%; VEEV TC-83 Vero: 0.8%; PhoP GFP inhibition: 13.4%; M. tuberculosis: -17.8%; H1N1 NS1A inhibition: -6.2%

What do the screens show for `CCS(=O)(=O)c1ccc2oc(SCC(=O)NCCC3=CCCCC3)nc2c1`?
M. tuberculosis HTS: 3.4%; VEEV TC-83 Vero: 1.2%; PhoP GFP inhibition: 0.6%; M. tuberculosis: 56.4%; H1N1 NS1A inhibition: -9.9%

How did CN1CCc2ccccc2CC1=O do in these assays?
M. tuberculosis HTS: -4.0%; VEEV TC-83 Vero: 0.5%; PhoP GFP inhibition: -6.1%; M. tuberculosis: 5.7%; H1N1 NS1A inhibition: 16.9%

Results for N=c1nc(SCCC(=O)O)ss1 ?
M. tuberculosis HTS: 3.0%; VEEV TC-83 Vero: 0.6%; PhoP GFP inhibition: 13.7%; M. tuberculosis: 13.9%; H1N1 NS1A inhibition: -2.0%

Results for CCCN=C1N(C)C[C@@H]2[C@@H]3C(=O)N(Cc4ccccc4)C(=O)[C@@H]3[C@](C)(C(=O)OC)N12 ?
VEEV TC-83 Vero: 0.7%; H1N1 NS1A inhibition: -5.2%

How did CCN(CC)S(=O)(=O)c1cccc(C(=O)N/N=C2\CCCC(=O)C2)c1 do in these assays?
M. tuberculosis HTS: 9.7%; VEEV TC-83 Vero: 7.3%; PhoP GFP inhibition: 4.2%; M. tuberculosis: 1.1%; H1N1 NS1A inhibition: 3.3%

How did O=C(O)Cn1ncc2ccccc2c1=O do in these assays?
M. tuberculosis HTS: -2.6%; VEEV TC-83 Vero: 0.5%; PhoP GFP inhibition: -8.8%; M. tuberculosis: -0.1%; H1N1 NS1A inhibition: -18.1%

Results for COc1ccc(C(=O)C2CCN(CC(=O)Nc3ccc(OC)cc3OC)CC2)cc1 ?
M. tuberculosis HTS: inconclusive; VEEV TC-83 Vero: 0.4%; PhoP GFP inhibition: 0.6%; M. tuberculosis: 39.3%; H1N1 NS1A inhibition: 14.7%

How did Cc1ccc(Cn2ccc(NC(=O)c3cc4nc(-c5ccco5)cc(C(F)(F)F)n4n3)n2)cc1 do in these assays?
M. tuberculosis HTS: -1.3%; VEEV TC-83 Vero: inactive; PhoP GFP inhibition: -3.6%; M. tuberculosis: 1.4%; H1N1 NS1A inhibition: -1.8%

How did CC1CCN(CCCCOc2ccccc2[N+](=O)[O-])CC1 do in these assays?
M. tuberculosis HTS: -4.4%; VEEV TC-83 Vero: 0.5%; PhoP GFP inhibition: 17.2%; M. tuberculosis: -0.6%; H1N1 NS1A inhibition: -5.4%

Results for O=S(=O)(c1ccc(OC(F)(F)F)cc1)N1CCCC(N2CCOCC2)C1 (stereo unspecified) ?
M. tuberculosis HTS: -6.0%; VEEV TC-83 Vero: inactive; PhoP GFP inhibition: -5.1%; M. tuberculosis: 3.4%; H1N1 NS1A inhibition: -19.5%

Results for COC(=O)C1CC2=C(CCCC2=O)NC1=O (stereo unspecified) ?
VEEV TC-83 Vero: 0.9%; H1N1 NS1A inhibition: -25.2%

How did Cc1cc(C)nc(SCC(=O)NNC(=O)c2cccs2)n1 do in these assays?
M. tuberculosis HTS: 4.5%; VEEV TC-83 Vero: 4.5%; PhoP GFP inhibition: 6.2%; M. tuberculosis: -9.1%; H1N1 NS1A inhibition: 9.9%

What do the screens show for `O=C(O)CCc1ccc(-c2ccc(F)cc2)n1CC1CCCO1` (stereo unspecified)?
M. tuberculosis HTS: -1.7%; VEEV TC-83 Vero: 0.1%; PhoP GFP inhibition: -5.5%; M. tuberculosis: 15.2%; H1N1 NS1A inhibition: -6.6%

What do the screens show for `Cc1cccc(Nc2ccncc2S(N)(=O)=O)c1`?
M. tuberculosis HTS: 5.6%; VEEV TC-83 Vero: 1.2%; PhoP GFP inhibition: 2.7%; M. tuberculosis: 0.8%

What do the screens show for `Cc1ccc(NS(=O)(=O)c2cccc3cccnc23)cc1Cl`?
M. tuberculosis HTS: -0.5%; VEEV TC-83 Vero: 1.3%; PhoP GFP inhibition: -23.4%; M. tuberculosis: 4.4%; H1N1 NS1A inhibition: 3.8%

How did Cc1cc(NC(=O)C(Cl)(Cl)Cl)no1 do in these assays?
M. tuberculosis HTS: -0.6%; VEEV TC-83 Vero: 3.0%; PhoP GFP inhibition: -0.9%; M. tuberculosis: -5.0%; H1N1 NS1A inhibition: -7.7%

What do the screens show for `CCN(CC)S(=O)(=O)c1ccc(O)c(C(=O)OCC(=O)N2CCCC2)c1`?
M. tuberculosis HTS: -7.4%; VEEV TC-83 Vero: 1.4%; PhoP GFP inhibition: 2.8%; M. tuberculosis: 7.1%; H1N1 NS1A inhibition: 0.5%

How did Oc1cccc(CCc2ccccn2)c1 do in these assays?
VEEV TC-83 Vero: 0.2%; H1N1 NS1A inhibition: 0.2%

Results for CCOC(=O)c1sc(NC(=O)c2ccccc2F)c(C(N)=O)c1C ?
M. tuberculosis HTS: 11.9%; VEEV TC-83 Vero: 0.4%; PhoP GFP inhibition: -9.1%; M. tuberculosis: -6.4%; H1N1 NS1A inhibition: 11.2%; VEEV TC-83 Vero 10K pilot screen: 0.5

Results for CC1CCCCC1NC(=O)C1CCN(S(=O)(=O)N2CCC3(CC2)OCCO3)CC1 (stereo unspecified) ?
M. tuberculosis HTS: -4.9%; VEEV TC-83 Vero: 1.3%; PhoP GFP inhibition: 2.0%; M. tuberculosis: 6.5%; H1N1 NS1A inhibition: 2.9%

Results for CCN1C=C(C(=O)OC)C(c2cccc(OC)c2OC)C(C(=O)OC)=C1 ?
M. tuberculosis HTS: -3.8%; VEEV TC-83 Vero: 0.5%; PhoP GFP inhibition: -4.8%; M. tuberculosis: 3.6%; H1N1 NS1A inhibition: 7.6%

How did O=C1CN(Cc2cc(=O)oc3cc4c(cc23)CCC4)CCN1 do in these assays?
M. tuberculosis HTS: -0.1%; VEEV TC-83 Vero: 1.1%; PhoP GFP inhibition: -4.8%; M. tuberculosis: -5.7%; H1N1 NS1A inhibition: 7.7%

How did Cc1ccccc1NC(=S)N(CCN(C)C)C(C)c1ccco1 (stereo unspecified) do in these assays?
M. tuberculosis HTS: 4.2%; VEEV TC-83 Vero: 0.8%; PhoP GFP inhibition: -7.2%; M. tuberculosis: -17.4%; H1N1 NS1A inhibition: -9.2%

What do the screens show for `COc1ccc(OC)c(NC(=O)CSc2nnc(-c3cccnc3)s2)c1`?
M. tuberculosis HTS: -1.8%; VEEV TC-83 Vero: 10.4%; PhoP GFP inhibition: 9.6%; M. tuberculosis: 19.1%; H1N1 NS1A inhibition: -10.9%

What do the screens show for `N/C(=N/OS(=O)(=O)c1ccc([N+](=O)[O-])cc1)c1ccncc1`?
M. tuberculosis HTS: 2.8%; VEEV TC-83 Vero: 0.5%; PhoP GFP inhibition: -6.3%; M. tuberculosis: -14.0%; H1N1 NS1A inhibition: -5.2%

What do the screens show for `COc1ccccc1N1C(=O)NC(=O)/C(=C\c2cnn(-c3ccccc3)c2)C1=O`?
M. tuberculosis HTS: -5.9%; VEEV TC-83 Vero: 1.8%; PhoP GFP inhibition: 11.8%; M. tuberculosis: 9.0%; H1N1 NS1A inhibition: 1.2%

What do the screens show for `CCc1nnc(NC(=O)CSc2nnc(Cc3cccn3C)n2CCOC)s1`?
M. tuberculosis HTS: 3.8%; VEEV TC-83 Vero: 1.1%; PhoP GFP inhibition: -2.0%; M. tuberculosis: 18.3%; H1N1 NS1A inhibition: 5.0%

What do the screens show for `COC(=O)C1=C(Nc2cc(Cl)cc(Cl)c2)CSC1`?
M. tuberculosis HTS: 5.2%; VEEV TC-83 Vero: inactive; PhoP GFP inhibition: -10.3%; M. tuberculosis: 2.3%; H1N1 NS1A inhibition: -1.1%

How did C/C(Cl)=C\Cn1c(NCCCn2ccnc2)nc2c1c(=O)n(C)c(=O)n2C do in these assays?
M. tuberculosis HTS: 9.6%; VEEV TC-83 Vero: 2.0%; PhoP GFP inhibition: -6.9%; M. tuberculosis: -0.3%; H1N1 NS1A inhibition: -1.6%

Results for COc1ccc(-c2cc(C(=O)NCc3cccs3)no2)cc1 ?
M. tuberculosis HTS: 2.4%; VEEV TC-83 Vero: 3.6%; PhoP GFP inhibition: -3.4%; M. tuberculosis: 1.7%; H1N1 NS1A inhibition: 2.1%

What do the screens show for `Cc1c(C(=O)N2CCCCC2)c(S(=O)(=O)Nc2cccc(Br)c2)c(C)n1C`?
M. tuberculosis HTS: -4.8%; VEEV TC-83 Vero: inactive; PhoP GFP inhibition: 0.9%; M. tuberculosis: 6.9%; H1N1 NS1A inhibition: 5.1%

How did O=C(N/N=C1\NC(=O)C(CO)(CO)S1)c1ccccc1 do in these assays?
M. tuberculosis HTS: 1.9%; VEEV TC-83 Vero: 0.1%; PhoP GFP inhibition: 4.6%; M. tuberculosis: 3.2%; H1N1 NS1A inhibition: -16.6%

What do the screens show for `Oc1ccc(-c2cn3c(n2)SCC3)cc1O`?
M. tuberculosis HTS: -1.4%; VEEV TC-83 Vero: inactive; PhoP GFP inhibition: 2.6%; M. tuberculosis: -14.6%; H1N1 NS1A inhibition: -14.6%

What do the screens show for `CCOC(=S)SCC(=O)N1CCc2cc(OC)c(OC)cc2C1C1C(=O)CC(C)(C)CC1=O` (stereo unspecified)?
M. tuberculosis HTS: 1.3%; VEEV TC-83 Vero: 1.4%; PhoP GFP inhibition: -0.9%; M. tuberculosis: inconclusive; H1N1 NS1A inhibition: 4.2%

What do the screens show for `O=c1c(Br)c(N2CCOCC2)cnn1-c1ccccc1`?
M. tuberculosis HTS: -2.2%; VEEV TC-83 Vero: 1.7%; PhoP GFP inhibition: -3.1%; M. tuberculosis: -15.5%; H1N1 NS1A inhibition: 9.1%

How did CN(CC(=O)NCCc1ccccc1)S(=O)(=O)c1cccs1 do in these assays?
M. tuberculosis HTS: -6.3%; VEEV TC-83 Vero: inactive; PhoP GFP inhibition: 7.7%; M. tuberculosis: -1.1%; H1N1 NS1A inhibition: 2.2%

What do the screens show for `COc1ccc(NC(=O)c2cc(S(=O)(=O)N3CCOCC3)ccc2C)cc1S(=O)(=O)N1CCOCC1`?
M. tuberculosis HTS: -4.2%; VEEV TC-83 Vero: 1.8%; M. tuberculosis: 9.8%; H1N1 NS1A inhibition: 3.7%

What do the screens show for `CSCCC(NS(=O)(=O)c1ccc2ccccc2c1)C(=O)O` (stereo unspecified)?
M. tuberculosis HTS: -2.3%; VEEV TC-83 Vero: 0.8%; PhoP GFP inhibition: 5.1%; M. tuberculosis: -5.6%; H1N1 NS1A inhibition: 14.9%; VEEV TC-83 Vero 10K pilot screen: 0.8

Results for C=CCNC(=O)N1CCC(CO)(Cc2ccc(Cl)cc2)CC1 ?
M. tuberculosis HTS: 7.1%; VEEV TC-83 Vero: 0.7%; PhoP GFP inhibition: -4.0%; M. tuberculosis: -0.6%; H1N1 NS1A inhibition: 2.5%

Three structures already listed, ordered by heavy-atom count, lowest first.
What do the screens show for `O=c1c(Br)c(N2CCOCC2)cnn1-c1ccccc1`?
M. tuberculosis HTS: -2.2%; VEEV TC-83 Vero: 1.7%; PhoP GFP inhibition: -3.1%; M. tuberculosis: -15.5%; H1N1 NS1A inhibition: 9.1%

How did CN(CC(=O)NCCc1ccccc1)S(=O)(=O)c1cccs1 do in these assays?
M. tuberculosis HTS: -6.3%; VEEV TC-83 Vero: inactive; PhoP GFP inhibition: 7.7%; M. tuberculosis: -1.1%; H1N1 NS1A inhibition: 2.2%

What do the screens show for `COc1ccc(NC(=O)c2cc(S(=O)(=O)N3CCOCC3)ccc2C)cc1S(=O)(=O)N1CCOCC1`?
M. tuberculosis HTS: -4.2%; VEEV TC-83 Vero: 1.8%; M. tuberculosis: 9.8%; H1N1 NS1A inhibition: 3.7%
